Assay outcomes from PubChem.
TRPV1 agonist = human TRPV1 agonism | 320,000 compounds, 0.19% hits | TRPV1-expressing cells, Fluo-8 calcium influx, agonist mode | activation, % at 8.33 µM | Q8NER1 | AID 540275; in the data active = activation above about 80%; inconclusive = between about 30% and that limit; note: 0% is about no effect
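Cells expressing TRPV1 were dye-loaded with Fluo-8 and read kinetically: 10 s baseline, 3 min after compound (agonist portion), then 2 min after EC20 capsaicin (allosteric enhancer portion). Calcium-bound dye fluorescence at 480/520 nm.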
Menin MLL FP TR = menin-MLL binding inhibition, Texas Red mutant peptide; O00255; Menin + Texas Red MLL mutant peptide, fluorescence polarization; Potency, µM (highest dose often 61.6 µM), for the others: at the highest dose FP activity change, negative = inhibition, hits mostly inhibitors; 270,000 compounds, 0.23% hits; AID 1768; active = well fitted inhibition curve with a large enough effect in the polarisation, with a control signal flat, not every such curve was filed as active; inconclusive = small, poorly fitted or top-dose-only effect, or effect the other way, or a change in a side signal; inactive = no such curve, though single readings can be large or run the other way; the % refers to the polarisation; note: potency is the fitted concentration of half-maximal effect; % of control where 0% means no effect; many of its hits are not listed in these tables
B2AR arrestin = recruits beta-arrestin to the human beta2-adrenergic receptor | beta-arrestin recruitment to beta2AR, cell-based reporter | 330,000 compounds, 0.02% hits | Potency, µM (doses to about 46.1 µM), inactives show top-dose activation, hits mostly activators | P07550;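 note: potency is the fitted concentration of half-maximal effect; 0% = DMSO controls and full agonism = EC100 isoproterenol or metaproterenol; nearly all actives have a fitted effect of over 65% in size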
FBPA coupling cs = coupling enzyme interference in Giardia aldolase counter-screen. coupling enzyme system counterscreen, AmpLite Red fluorescence. activity change, negative = inhibition, % at 58.2 µM, hits read low. 290,000 compounds, 0.67% hits. AID 2472; in the data active = activity change below about -30%; note: % is set by controls: 0 for no effect and ±100 for the full control effect
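First, compound is pin-transferred into glyceraldehyde-3-phosphate coupling-enzyme reagent at 57.5 uM final and held 10 min at RT. Next, substrate, coupling system and AmpLite Red are added. After 20 min RT, fluorescence (525/598 nm) is read.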
hERG WT inh = KCNH2 (human, wildtype) channel inhibition; Q12809; U2OS, BacMam KCNH2, thallium flux FluxOr; stronger effect = lower value; activity change, % at 1.84 µM; 340,000 compounds, 0.37% hits;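 active = maximum activity change below -70%; inconclusive = maximum activity change between -70% and -50%; inactive = maximum activity change above -50%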; note: % is set by controls: 0 for no effect and ±100 for the full control effect
Target sequence (Q12809 whole entry, looked up): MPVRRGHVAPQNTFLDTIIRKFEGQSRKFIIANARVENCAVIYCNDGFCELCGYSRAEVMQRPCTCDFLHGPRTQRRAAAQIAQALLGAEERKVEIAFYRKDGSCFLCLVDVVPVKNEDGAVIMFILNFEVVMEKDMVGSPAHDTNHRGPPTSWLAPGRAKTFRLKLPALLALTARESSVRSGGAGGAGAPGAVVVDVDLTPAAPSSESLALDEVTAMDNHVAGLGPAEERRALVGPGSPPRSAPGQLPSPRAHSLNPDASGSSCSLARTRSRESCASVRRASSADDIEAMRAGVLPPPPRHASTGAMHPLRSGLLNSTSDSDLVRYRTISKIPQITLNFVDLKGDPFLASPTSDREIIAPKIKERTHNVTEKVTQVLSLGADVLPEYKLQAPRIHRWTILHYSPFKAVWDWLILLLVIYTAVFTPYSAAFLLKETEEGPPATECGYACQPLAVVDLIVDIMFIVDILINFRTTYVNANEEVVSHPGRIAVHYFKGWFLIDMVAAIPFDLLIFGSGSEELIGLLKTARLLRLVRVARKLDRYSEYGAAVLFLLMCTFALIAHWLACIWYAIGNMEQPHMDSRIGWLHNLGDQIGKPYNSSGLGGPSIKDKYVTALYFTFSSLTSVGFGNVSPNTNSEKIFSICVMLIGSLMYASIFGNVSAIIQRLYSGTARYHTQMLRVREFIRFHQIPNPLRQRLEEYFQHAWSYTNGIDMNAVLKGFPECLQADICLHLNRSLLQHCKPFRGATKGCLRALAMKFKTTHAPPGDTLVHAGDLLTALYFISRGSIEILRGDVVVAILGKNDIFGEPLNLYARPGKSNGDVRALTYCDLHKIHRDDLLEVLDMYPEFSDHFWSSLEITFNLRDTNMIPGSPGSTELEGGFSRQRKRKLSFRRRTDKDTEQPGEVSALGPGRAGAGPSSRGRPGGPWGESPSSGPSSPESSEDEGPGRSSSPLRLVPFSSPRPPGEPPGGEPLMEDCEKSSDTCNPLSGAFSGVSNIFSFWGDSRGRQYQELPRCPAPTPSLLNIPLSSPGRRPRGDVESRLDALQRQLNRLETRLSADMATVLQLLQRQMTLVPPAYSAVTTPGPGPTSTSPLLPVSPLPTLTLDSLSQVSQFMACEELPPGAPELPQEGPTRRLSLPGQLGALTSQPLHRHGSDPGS
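U2OS cells were transduced with wild-type KCNH2 virus (2.03 x 10^8 / mL) for 4 h at room temperature, then cultured overnight at 37 C. Thallium flux was read with FluxOr dye. Rate constants were normalized to DMSO controls.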
PKM2 act = activators of human pyruvate kinase M2 | P14618 | purified PKM2, Kinase-Glo ATP luminescence, activation; response scale: 0% is enzyme alone, no compound | Potency, µM (highest dose often 57.5 µM), inactives show top-dose activation, most hits filed as activators | 260,000 compounds, 0.34% hits | AID 1631; note: potency is the fitted concentration of half-maximal effect; % is set by controls: 0 for no effect and ±100 for the full control effect; nearly all actives have a fitted effect of over 55% in size
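Purified hPK-M2 (>95%) run at intermediate activity with 0.1 mM ADP and 0.5 mM PEP in 50 mM imidazole pH 7.2, KCl, MgCl2; 1 h room temperature. ATP formed read by Kinase-Glo luminescence; normalized to uninhibited and no-enzyme controls.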
KCNH2 3.1 inh = inhibitors of human KCNH2 3.1 potassium channel isoform. U2OS KCNH2 3.1, thallium flux FluxOr; stronger effect = lower value. activity change, % (tested at about 1.8 µM). 340,000 compounds, 0.95% hits;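 active = maximum activity change below -70%; inconclusive = maximum activity change from -70% to -50%; inactive = maximum activity change above -50%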;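 note: thallium influx rate constant from kinetic fluorescence after stimulation buffer; % is set by controls: 0 for no effect and ±100 for the full control effect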
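We transduce U2OS cells with the mutant 3.1 virus, culture them overnight, load FluxOr with Red40 quencher for 45 min, then add stimulation buffer and read kinetically for 2 min to derive a normalized rate constant.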
Giardia killer = kills Giardia lamblia. Giardia lamblia trophozoite viability. activity change, % at 7.66 µM, hits read low. 340,000 compounds, 0.15% hits; in the data active = activity change below about -80%; inconclusive = between about -30% and that limit;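 note: parasites exposed to compound for two days anaerobically before the ATP read; % is set by controls: 0 for no effect and ±100 for the full control effect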
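Anaerobic 48 hrs incubation at 37 deg C of 100 trophozoites/well with test compounds; ATPLite 1-Step luminescence, 15-30 min RT, reports cellular ATP as viability.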
GALK inh = galactokinase (human) inhibition; P51570; 270,000 compounds, 0.007% hits; Purified GALK, Kinase-Glo residual ATP luminescence; AID 1868; Potency, µM (titrated, usually from 57.5 µM), for the others: top-dose activity change, negative = inhibition, hits mostly inhibitors; note: potency is the fitted concentration of half-maximal effect; % is set by controls: 0 for no effect and ±100 for the full control effect
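Compounds were pin-transferred into ATP buffer (35 uM final), then GALK plus galactose (5 nM, 100 uM final) was added. After 1 h at room temperature, Kinase-Glo Plus was added and luminescence read after 10 min.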
MLL CXXC-DNA inh = MLL CXXC-DNA interaction inhibition; Q03164; MLL-CXXC / FITC-HOXA9 DNA fluorescence polarization; Potency, µM (series often up to 115 µM), inactives show at the highest dose activity change, negative = inhibition, usual class: inhibitors; 290,000 compounds, 0.037% hits; AID 2662; active = well fitted inhibition curve with a large enough effect in the polarisation, with a control signal flat, not every such curve was filed as active; inconclusive = small, poorly fitted or top-dose-only effect, or effect the other way, or a change in a side signal; inactive = no such curve, though single readings can be large or run the other way; the % refers to the polarisation; note: potency is the fitted concentration of half-maximal effect
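Fluorescence polarization: 7 uM MLL-CXXC (stock) preincubated 5 min with compounds, then 50 nM fluorescein-HOX-A9 DNA (stock) added; 30 min ambient. Buffer 50 mM Tris-HCl pH 7.5, 50 mM NaCl, 1 mM DTT, 0.05% BSA.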
USP2a block = inhibitors of human ubiquitin-specific protease USP2a. USP2 core, Ub-CHOP2 coupled fluorogenic reporter, 485/531. Potency, µM (highest dose often 38.3 µM), for the others: at the top dose activity change, negative = inhibition, hits mostly inhibitors. 330,000 compounds, 0.01% hits;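 note: potency is the fitted concentration of half-maximal effect; plate controls were DMSO wells for no effect and full inhibition by NEM control for full effect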
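USP2 core (10nM final) preincubated 30min RT with compound in 20mM Tris-HCl pH 8.0, 2mM CaCl2, 2mM beta-mercaptoethanol, 0.05% CHAPS; 25nM Ub-CHOP2 plus 25nM reporter substrate added, fluorescence (Ex485/Em531) read after 60min.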
An asterisk follows results filed as active; ? = inconclusive; / = not tested or not shown; & = joins results of further samples; [ ] = remark or other dose. Unless noted, calls come from the whole dose curve; as a rule, active = well fitted curve in the direction sought with a large enough effect; inconclusive = small, poorly fitted or top-dose-only effect, or another doubt; inactive = no such curve, though single readings can be large; an effect the other way counts as inactive or inconclusive.

SMILES	TRPV1 agonist	Menin MLL FP TR	B2AR arrestin	FBPA coupling cs	hERG WT inh	PKM2 act	KCNH2 3.1 inh	Giardia killer	GALK inh	MLL CXXC-DNA inh	USP2a block
CCNC(=O)NC(=O)C(C)OC(=O)c1oc2ccc(OCC)cc2c1C (stereo not given)	?	-16.4%	-0.2%	0.8	3.3	6.4%	9.1	8.6	0.1%	-7.4%	-0.3%
CCOC(=O)N1CCC(NC(=O)C(C)n2c3ccccc3c3cnn(C)c(=O)c32)CC1 (stereo not given)	1.6	-6.7%	-0.1%	1.3	-4.9	-1.7%	-10.4	-1.0	0.5%	4.6%	4.9%
COC(=O)C(CO)Nc1ncnc2onc(-c3ccc(F)cc3)c12 (stereo not given)	10.4	6.7%	-0.1%	3.3	-0.9	/	5.2	-1.2	4.6%	-5.7%	-1.0%
Cc1ccc(CNC(=O)c2cc(-c3ccccc3)n(Cc3cc(C)no3)n2)cc1	11.0	/	0.1%	/	5.2	/	3.5	6.2	/	/	-1.0%
COCC(C)n1c(SCC(=O)N2CC(=O)Nc3ccccc32)nc2ccccc2c1=O (stereo not given)	-0.6	/	0.1%	/	22.1	/	27.3	-23.0	/	/	1.1%
O=C(O)c1ccccc1SCC(=O)N1c2ccccc2Sc2ccccc21	-8.4	26.8%	-0.5%	31.5	-9.1	-12.9%	5.1	-15.4	-2.9%	-10.5%	0.3%
CC(=O)Nc1ccc(C)cc1NC(C)=O	-2.4	28.6%	-0.2%	0.7	-5.6	0.0%	11.3	-12.9	0.3%	-7.1%	-0.8%
COC(=O)CC(NC(=O)c1ccco1)c1cccc2ccccc12 (stereo not given)	3.2	3.5%	-0.4%	4.4	-0.5	-0.1%	-14.1	16.8	0.4%	-3.0%	0.9%
O=C(Nc1ccc(F)cc1)c1ccccc1F	24.2	0.0%	/	-1.9	-18.4	-6.6%	3.6	7.3	3.3%	-2.9%	/
Cn1c(SCC(=O)NC2CC2)nnc1-c1cccs1	10.9	/	?	/	-7.5	1.3%	20.9	2.7	-2.6%	12.6%	0.7%
Cc1c([N+](=O)[O-])c([N+](=O)[O-])nn1CC(=O)N1CCOCC1	-0.3	10.0%	0.1%	-0.6	7.9	1.5%	3.8	-0.4	1.7%	5.8%	0.9%
COc1ccc(Oc2ncccc2[N+](=O)[O-])cc1	-1.2	/	0.1%	0.8	-0.3	0.3%	-1.6	-17.3	1.1%	-8.4%	10.6%
CC1=NN(c2ccccc2)C(=O)/C1=C/N(C)C	-0.8	/	0.1%	-17.0	-0.7	-15.0%	6.0	-10.8	-0.7%	0.6%	0.2%
CCc1nnc(NC(=O)CSc2nc(C)c3c(c2C#N)CCCC3)s1	-1.3	10.3%	-1.1%	3.9	1.0	10µM*	-2.0	-6.2	2.0%	8.7%	-2.0%
CCC(C)NC(=O)c1ccc(NC(=O)C2=C(C)OCCS2)cc1 (stereo not given)	6.4	-2.5%	-1.0%	3.1	-16.6	/	6.1	-3.8	/	-1.7%	-0.7%
COC(=O)c1ccccc1NC(=O)c1ccco1	13.1	4.8%	-0.4%	3.9	7.6	-7.7%	10.3	-17.5	3.1%	-3.3%	-1.7%
O=C(Nc1ccon1)c1ccc2c(c1)OCO2	-3.8	-10.3%	0.0%	5.7	0.4	-11.8%	4.9	-14.4	-0.2%	-2.8%	1.7%
O=C(NCCN1CCOCC1)c1ccc2c(c1)N(Cc1ccccc1F)C(=O)c1ccccc1S2(=O)=O	-0.3	13.4%	-0.8%	-0.2	2.1	-2.8%[0.46 µM]	20.3	5.0	-1.1%	9.2%	-0.9%
COc1ccc(CCNC(=O)c2cc3c(=O)n(C)c4ccccc4c3n2C)cc1OC	4.8	/	-0.1%	-0.9	-3.5	8.1%	-13.5	12.9	-1.9%	1.4%	10.8%
Cn1cnc2c(NCc3ccco3)ncnc21	-1.9	4.8%	-0.4%	-0.1	-2.8	3.9%	-3.2	-16.9&-3.8	-2.2%	-11.2%	9.8%
COc1ccc(NC(=O)CN(C)C(=O)C(C)N2C(=O)c3ccccc3C2=O)cc1 (stereo not given)	-2.0	/	-0.2%	/	-8.1	/	-1.1	11.8	/	/	0.3%
CCCc1nnc(SCC(=O)Nc2cccc(C(F)(F)F)c2)o1	1.7	20.3%	-0.1%	-12.9	24.8	11.6%	6.5	2.5	-1.6%	-2.8%	-9.6%
COc1ccccc1N1CCN(/N=C\c2ccccc2)CC1	14.3	-33.9%	0.3%	2.7	-1.2	0.3%	-1.5	-3.0	-8.0%	0.6%	-2.5%
COc1cc2c(cc1OC)C(C)N(CCN1C(=O)c3ccccc3C1=O)CC2 (stereo not given)	-0.7	7.1%	0.4%	4.1	1.6	/	3.0	-8.1	/	-0.4%	0.7%
Cc1ccccc1S(=O)(=O)c1c(C)cc(C)n(C)c1=O	2.3	-7.8%	-0.1%	0.7	-6.6	-2.4%	-5.7	6.4	6.3%	6.8%	6.4%
CS(=O)(=O)N1CCN(C(=O)NC2CCCCC2)CC1	0.4	12.0%	-0.5%	-1.4	-6.3	-6.9%	8.8	?	-0.8%	0.0%	1.7%
CC1CCN(CCCCOc2ccccc2-c2ccccc2)CC1	10.3	?	0.4%	-9.5	-71.2*	4.0%	-80.0*	-13.9	-0.7%	-2.7%	-1.4%
COc1ccc(CCn2c(=O)c3cccnc3n(Cc3cccc([N+](=O)[O-])c3)c2=O)cc1OC	-0.7	-14.2%	-0.1%	-0.1	-6.1	11.2%	-15.8	-1.3	0.4%	-2.0%	1.7%
C=CCn1c(Cc2cccs2)nnc1SCC(=O)Nc1cccc(OC)c1	2.3	-4.8%	0.7%	-0.1	-1.1	-7.2%	2.1	27.3	-2.2%	-2.2%	1.3%
CCN1CCN(C(=O)N(c2ccccc2)c2ccccc2)CC1	-0.3	14.8%	0.4%	-0.5	12.5	/	26.5	-21.3	/	3.2%	0.0%
CCc1ccc(-c2nc(CS(=O)CC(=O)NCCCN3CCC(C)CC3)c(C)o2)cc1 (stereo not given)	0.6	-14.4%	0.5%	0.6	11.2	/	-3.0	-14.8	8.3%	3.3%	0.4%
CC(c1nnc(SCC(=O)NC(=O)NCc2ccco2)n1-c1ccc(Cl)cc1)N(C)C (stereo not given)	-1.7	-1.2%	-0.1%	-0.4	2.3	-2.1%	-3.9	12.4	2.3%	-3.7%	-4.9%
CCOCCCNc1nc2c(c(=O)[nH]c(=O)n2C)n1CCCc1ccccc1	0.0	0.2%	-1.9%	0.8	-3.1	-7.9%	1.6	21.9	1.9%	-4.6%	1.5%
O=C(CN(c1cc(C(F)(F)F)ccc1Cl)S(=O)(=O)c1ccccc1)NCc1cccnc1	3.0	/	-0.6%	/	4.1	9.5%	-0.4	7.9	-2.7%	3.6%	0.0%
C=CCOc1ccccc1CN(CCc1ccccc1)C(=O)c1cccc(S(C)(=O)=O)c1	?	2.3%	-0.2%	8.4	2.6	4.5%	-5.8	3.0	5.3%	-5.2%	-0.9%
O=C1C(=O)N(Cc2cccnc2)C(c2ccccn2)/C1=C(/O)c1ccc(Br)cc1 (stereo not given)	0.7	14.4%	-0.6%	1.0	7.0	0.4%	-10.0	19.5	0.4%	4.5%	3.8%
CC1=C(C(=O)OCc2ccccc2)C(/C=C/c2ccccc2)N2C(=O)CCSC2=N1 (stereo not given)	-1.4	-3.7%	0.4%	3.1	-2.4	4.8%	-13.4	-9.1	-0.2%	-7.4%	2.4%
N#CC1=C(N)Oc2nc[nH]c(=O)c2C1c1cccs1 (stereo not given)	1.4	9.4%	0.2%	1.7	3.7	0.2%	-1.9	-12.3	-1.7%	-6.6%	1.9%
Cc1ccc(NC(=O)c2n[nH]c(=O)c3ccccc23)cc1S(=O)(=O)N1CCOCC1	/	/	-1.8%	/	7.6	/	2.6	-4.9	/	/	4.8%
Cc1ccc(S(=O)(=O)N2CCCCC2)cc1NC(=O)c1ccccc1Cl	/	/	0.1%	/	5.2	/	-20.5	-7.1	/	/	4.1%
O=S(=O)(c1ccccc1)N1CCN=C1SCc1cccnc1	-8.9	1.3%	0.0%	-13.2	-8.4	29.2%	2.5	-1.8	-1.1%	?	0.3%
CCC(=O)Nc1cccc(C2=NOC3(C2)C[C@H](C(N)=O)N(C(=O)CC#N)C3)c1 (stereo not given in full)	0.4	/	-0.4%	-5.5	-0.9	-5.4%	5.7	10.7	-1.5%	9.3%	0.0%
O=S(=O)(c1ccccc1)N1CCN(S(=O)(=O)c2ccc(F)cc2)CC1	4.3	11.6%	8.6%	-3.3	1.1	?	29.9	26.3	-1.2%	8.6%	-0.5%

This is a subset; the hit share may differ from the screen's.
